Screening data as filed in PubChem BioAssay.
E coli WT inh: growth inhibitors of wild type E. coli, primary screen, strain BW25113 wild type, absorbance readout; AID 552, 2006; hit rate 0.05% among 20,000; inhibition, % at 10 µM; E. coli BW25113 growth inhibition, OD600; in the data active = inhibition above about 40%;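 also: bacteria exposed to compound for 20 hours at 37 °C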
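System: bacterial strain in a whole-cell growth screen; medium: LB broth with 50 µg/mL kanamycin; detection: absorbance at 615 nm; schedule: 20 h exposure, 37 °C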
Starred values were filed as active, the others as inactive.

Start of the data: the first 3 entries (preview)
Structure	E coli WT inh
COC(=O)CCC(NC(=O)c1cc(-c2ccc3c(c2)OCCO3)oc1C)C(=O)OC (stereo not drawn)	6
CC(C)(C)C(=O)OCC1OC(n2cnc(C(N)=O)n2)C(O)C1O (stereo not drawn)	-2
Cc1cc(C)c(NC(=O)CSc2nnc(-c3ccncc3)n2Cc2ccco2)c(C)c1	-2

The listing, from the first entry:
Structure	E coli WT inh
COC(=O)CCC(NC(=O)c1cc(-c2ccc3c(c2)OCCO3)oc1C)C(=O)OC (stereo not drawn)	6
CC(C)(C)C(=O)OCC1OC(n2cnc(C(N)=O)n2)C(O)C1O (stereo not drawn)	-2
Cc1cc(C)c(NC(=O)CSc2nnc(-c3ccncc3)n2Cc2ccco2)c(C)c1	-2
CCC(C)NC(=O)C1CCCN(S(=O)(=O)c2ccc(-n3cnnn3)cc2)C1 (stereo not drawn)	9
CCCCC(=O)Nc1ccc2oc(-c3ccncc3)nc2c1	-9
COc1ccc2c(c1)[nH]c1c(=O)n(CCN(C)C)cnc12	1
COc1ccc(-c2nn(-c3ccccc3)cc2/C=N/n2cnnc2)cc1OC	-4
CCOC(=O)C1C(=O)CC(C)(O)C(C(=O)OCC)C1c1cccc(OC(F)(F)C(F)F)c1 (stereo not drawn)	-15
Cn1c(SCc2nc(-c3cccs3)no2)nnc1C1CCCCC1	7
N#Cc1c(/N=C/c2cccs2)sc2c1CCCCC2	5
Cc1c(C#N)c(N)c(C(=O)c2ccccc2)n1Cc1ccccc1	-6
O=C(CSc1nc(N2CCCCC2)nc(N2CCCCC2)n1)NC1CCCCC1	-1
CC(=O)Nc1ccc(S(=O)(=O)N2CCC(NC(C)=O)(c3cccc(F)c3)CC2)cc1	-2
FC(F)(F)c1nnc2ccc(N3CCOCC3)nn12	-22
Nn1c(COc2ccccc2)nnc1SCc1cc(=O)[nH]c2ccccc12	-19
COc1cc(-c2csc(C)n2)ccc1O	-26
Fc1ccc(-c2nnc(CN3CCN(c4ncc(C(F)(F)F)cc4Cl)CC3)o2)cc1	8
Cc1c(C(=O)N2CCOCC2)[nH]c2c1C(=O)CC(c1ccccc1Cl)C2 (stereo not drawn)	5
O=C(c1ccccc1)N1CCN(Cc2ccccc2Br)CC1	12
Cn1nnnc1SCC(=O)N1CCN(c2cccc(Cl)c2)CC1	-2
Cc1ccc2c(c1)CCCN2C(=O)c1ccc2c(c1)OCO2	-8
COc1ccc(Br)cc1C(=O)Nc1cccc(-c2nnc(-c3ccco3)o2)c1	-3
CC(=O)Nc1ccc(C)cc1NC(C)=O	2
COC(=O)c1ccccc1NC(=O)c1ccco1	-21
O=C(Nc1ccon1)c1ccc2c(c1)OCO2	2
CCc1ccc(C(=O)Nc2nnn(CC)n2)cc1	-27
CCOc1ccc(-c2nc3n(c(=O)c2C#N)CCCS3)cc1	-17
C=CCOc1ccc2ccccc2c1CNc1ncn[nH]1	-18
CN(C)CCCOC(=O)CCc1ccccc1	-4
CCOC(=O)C(C#N)C(c1cccnc1)c1c(C)[nH][nH]c1=O (stereo not drawn)	-5

Quoted from the listing.
`CCc1ccc(C(=O)Nc2nnn(CC)n2)cc1` in E coli WT inh reads -27
`CCOc1ccc(-c2nc3n(c(=O)c2C#N)CCCS3)cc1` in E coli WT inh reads -17
`COc1ccc(Br)cc1C(=O)Nc1cccc(-c2nnc(-c3ccco3)o2)c1` in E coli WT inh reads -3

Further entries follow.
Structure	E coli WT inh
O=C1OC2(c3ccccc3)C3CCCC2C13	-2
CC1(C)CC(=O)C(CC2=C(O)CC(C)(C)CC2=O)=C(O)C1	-2
COc1ccc(Cl)cc1NC(=O)CCn1cnc2ccccc2c1=O	7
COc1ccc2cc(C(=O)NC3CCCCC3)c(=O)oc2c1	-20
Cc1ccc(NCc2nnc(SCC(=O)N3CCCCC3)n2CC2CCCO2)c(C)c1 (stereo not drawn)	-11
CCc1nc(N)c(C#N)c(-c2ccncc2)c1C	8
Cn1c(=O)c2[nH]c(-c3cccnc3)nc2n(C)c1=O	-18
C(#Cc1ccccc1)Cn1nnc2ccccc21	6
Cc1cc(NC(=O)CSc2nc3ccccc3c(=O)n2C2CCCC2)no1	-4
COC(=O)c1ccccc1S(=O)(=O)NC(=O)c1ccccc1	1
O=C(NCC(F)(F)F)Nc1cccnc1	-2
CCSc1ccccc1C(=O)Nc1cccnc1	-22
Cc1cccc(Nc2nc(N)nc(CN3CCC(C)CC3)n2)c1C	-21
Cc1cccc(NC(=O)CC2CCC2)c1	-10
Cc1nnc(SCc2cn3ccsc3n2)n(N)c1=O	-1
Cc1cc(=O)oc2ccc(OCC(=O)N3CCC(C)CC3)cc12	-6
Nc1cc(N)cc(-c2nc3ccccc3o2)c1	-2
COC(=O)C1(C(O)C(=O)c2ccc(C)cc2C)CCCCC1 (stereo not drawn)	-12
Cc1cccc(-c2noc(CN(C(C)C)S(=O)(=O)c3ccc(F)cc3)n2)c1	-14
CCNc1nc(NCC)n2c(SCc3nc4ccccc4c(=O)[nH]3)nnc2n1	-1
CCCN1C(=O)C2(C(C(=O)c3ccc(C)o3)=C(O)C(=O)N2CCCN2CCOCC2)c2ccccc21 (stereo not drawn)	-11
CC(=O)Nc1nnc(SCC(=O)NCC2CCCO2)s1 (stereo not drawn)	2
Cc1ccc(NS(=O)(=O)c2ccc(NC(=O)C3CCCO3)cc2)cc1 (stereo not drawn)	-18
Cc1ccc(N2CC(C(=O)NCc3ccc4c(c3)OCO4)CC2=O)cc1C (stereo not drawn)	3
O=C1c2oc3ccccc3c(=O)c2C(c2cccnc2)N1CCCN1CCOCC1 (stereo not drawn)	-17
COc1cc2[nH]c(=O)n(CCC(=O)N3CCc4ccccc4C3)c(=O)c2cc1OC	-3
CCOC(=O)CC(C#N)c1cn(C)c2ccccc12 (stereo not drawn)	-8
CCc1nc2c(sc3nc4c(cc32)COC(C)(C)C4)c(=O)n1Cc1ccco1	-16
CC(=O)NC(C)C12CC3CC(CC(CC(=O)O)(C3)C1)C2 (stereo not drawn)	5
CC(C)=CC(=O)NCCc1ccccc1	5
COC(=O)CCn1nnc(-c2cccs2)n1	18
COc1ccc(NS(=O)(=O)c2ccc(N)cc2)nn1	4
CCOc1cc(C(=O)Nc2ccon2)cc(OCC)c1OCC	-2
CCOC(=O)C(C)(C)Sc1nc2c(cnn2-c2ccc(Cl)cc2)c(=O)[nH]1	-3
CC1CCCN(C/C(O)=C(\C#N)c2nc3ccccc3[nH]2)C1 (stereo not drawn)	-27
CCOC(=O)C1=C(C)NC(C)=C(C(=O)OCC)C1C(=O)OC1CCOC1=O (stereo not drawn)	-3
Cc1cc2cc(CCNC(=O)CC(C)C)c(=O)[nH]c2cc1C	13
CCSc1nc2c(c(=O)[nH]1)C(c1cccnc1)C(C(=O)OC(C)C)=C(C)N2 (stereo not drawn)	-2
Cc1ccc(OCCCC(=O)Nc2ccc(N3CCOCC3)cc2)c(C)c1	-18
CN(C)CCCN1C(=O)C(=O)/C(=C(/O)c2ccc3c(c2)OCO3)C1c1ccccn1 (stereo not drawn)	4
COc1ccc(-c2cc(C(F)(F)F)nc(SCC(=O)N3CCOCC3)n2)cc1OC	-10
CCOC(=O)c1sc(C)c2c1NC(C)(c1cccs1)NC2=O (stereo not drawn)	10
COc1ccccc1NS(=O)(=O)c1ccccc1C#N	1
CN1CCN(CCCNC(=O)C2CC(=O)N(C3CCCCC3)C2)CC1 (stereo not drawn)	-3
Cc1ccc(CS(=O)(=O)Cc2ccc(C(=O)NCc3ccccn3)o2)cc1	0
Cc1oc(C)c(C(=O)O)c1COc1ccc(C(=O)O)cc1	1
COc1ccccc1-n1c(SCC(N)=O)nnc1-c1ccccc1	12
COCCCN1C(=O)C(=O)/C(=C(/O)c2ccc(OC)cc2)C1c1ccc(O)c(OC)c1 (stereo not drawn)	-5
O=S1(=O)N=C(Nc2nc3c(s2)CCCC3)c2ccccc21	2
COc1ccccc1-c1cn[nH]c(=S)n1	0

Another view of four compounds above.
C(#Cc1ccccc1)Cn1nnc2ccccc21
  E coli WT inh: 6

Cc1cc(NC(=O)CSc2nc3ccccc3c(=O)n2C2CCCC2)no1
  E coli WT inh: -4

COC(=O)c1ccccc1S(=O)(=O)NC(=O)c1ccccc1
  E coli WT inh: 1

O=C(NCC(F)(F)F)Nc1cccnc1
  E coli WT inh: -2

(further entries)
Structure	E coli WT inh
CCCCCC(=O)N1CC2(CC)CN(C(=O)CCCCC)CC(CC)(C1)C2=O	12
CCCCn1c(CN2CCN(c3ccc(F)cc3)CC2)nc2c1c(=O)n(C)c(=O)n2C	-2
NS(=O)(=O)c1cc2c(cc1Cl)NC(CSCc1ccccc1)=NS2(=O)=O	-5
CCOc1ccccc1-c1nc(-c2ccc(C)nc2OC)no1	-2
O=C(CC1NC2CCCCC2NC1=O)Nc1ccc2c(c1)OCO2 (stereo not drawn)	-9
Cc1ccc(OCC(O)Cn2c(NCCc3ccccc3)nc3c2c(=O)[nH]c(=O)n3C)cc1 (stereo not drawn)	6
O=C(NCc1cccnc1)C1CCCN(S(=O)(=O)c2ccc(Br)cc2)C1 (stereo not drawn)	-10
COc1cc(OC)cc(C2C(C#N)=C(N)Oc3n[nH]c(-c4cccnc4)c32)c1 (stereo not drawn)	-20
CC(C)CNC(=O)c1cccc(NC(=O)c2ccc(NC(=O)c3ccco3)cc2)c1	-3
CC(=O)Nc1ccc(Cl)c(C(N)=O)c1	-4
CCc1ccc(C(=O)NC2CCCCC2)s1	-3
c1ccc(-c2cc3c(nn2)CCc2nonc2-3)cc1	-3
O=C(CCSc1ccccc1)N1CCOCC1	-8
COc1ccc(CN(CC(=O)NCC2CCCO2)C(=O)CNS(=O)(=O)c2ccc(C)cc2)cc1 (stereo not drawn)	14
COCC(=O)Nc1sc2c(c1C(=O)OC)CCCC2	-10
CN1CCN(C2=Nc3ccccc3Oc3ccc(Cl)cc32)CC1	-3
N#CCc1ccc(NC(=O)Nc2cccc(Cl)c2)cc1	4
COC(=O)c1cc(Br)c(=O)n(CCN(C(C)C)C(C)C)c1	-22
O=C(Nc1nccs1)c1ccc(COc2ccc(Cl)cc2)o1	-9
O=C(CSc1ncnc2sc3c(c12)CCCCC3)NCc1ccco1	-4
O=C(CSc1ncnc2c1cnn2-c1ccccc1)Nc1ccccc1	-1
COC(=O)c1ccc(NC(=O)CN2CCCC2)cc1	-2
Cc1nn(-c2nc3ccccc3s2)c(N)c1-c1ccc(Cl)cc1	-22
Cc1nn(Cc2ccc(C(=O)Nc3ccc(C(=O)OC(C)C)cc3)o2)c(C)c1Cl	-16
CCn1c2ccc(CC(=O)O)cc2c2cc(CC(=O)O)ccc21	-13
Cc1ccc(S(=O)(=O)n2nc(-c3ccco3)nc2SCc2ccccc2)cc1	3
CC(=O)Nc1ccc(S(=O)(=O)Nc2nccc(C3Cc4ccccc4C(=O)O3)n2)cc1 (stereo not drawn)	1
CSc1nc(N)nc(SC2C=CCCC2)c1C#N (stereo not drawn)	-20
O=C(OCc1cc2ccccc2[nH]c1=O)c1ccco1	1
COCCNC(=O)CN(C)S(=O)(=O)c1ccc2c(c1)OCCO2	-1
CCn1cc(C(=O)N2CCOCC2)c(=O)c2cc(S(=O)(=O)N(C)C3CCCCC3)ccc21	-3
COC(=O)c1cc(Br)c(=O)n(Cc2ccc(C(=O)O)cc2)c1	-17
COc1ccc(CN2C(=O)c3cccnc3C2Nc2cc(Cl)ccc2OC)cc1 (stereo not drawn)	1
Cc1noc(C)c1C(=O)N1CCN(c2ncccn2)CC1	4
CCOC(=O)N1CCN(C(=O)C2CC(=O)N(Cc3ccc(OC)cc3)C2)CC1 (stereo not drawn)	8
Cc1nc2c(C(=O)O)cnn2c(C)c1Cc1ccccc1F	6
CCC(C)n1c(C)nc2c(c1=O)c1nc3ccccc3nc1n2-c1ccc2c(c1)OCCO2 (stereo not drawn)	-13
Cc1ccc2c(c1)nnn2C1CCN(C(=O)NC23CC4CC(CC(C4)C2)C3)CC1	6
O=C(COc1ccc2oc(-c3ccccc3)cc(=O)c2c1)NCc1ccco1	-15
CCC(C)NC(=O)CC1Oc2ccc(C)cc2NC1=O (stereo not drawn)	10
CCn1c2ccccc2c2cc(NC(=O)CSc3nnnn3-c3ccccc3)ccc21	-16
c1ccc(-c2cc(-c3nn4c(-c5ccco5)nnc4s3)c3ccccc3n2)cc1	-12
COC(=O)CSc1nnnn1-c1cccc2ccccc12	-27
CC(C)(C)n1ncc2c(=O)n(CC(=O)c3ccccc3)cnc21	12
O=C(O)c1ccc(NC(=O)C2CCCCC2)cc1	-16
CCOc1ccc(C(=O)Nc2cc(C)on2)cc1OCC	1
CC(C)OCCCNC(=O)c1cccs1	-17
CCn1cc(Br)c(C(=O)N(C)Cc2ccccc2)n1	-16
O=c1[nH]c(=O)n([C@H]2C[C@H](O)[C@@H](CO)O2)cc1F	17
COc1cc(C(=O)NCc2ccc(-c3nc4ccccc4o3)cc2)cc(OC)c1OC	-13

(next part)
Structure	E coli WT inh
CC(=O)c1cc2c(cc1NC(=O)CN1CCN(c3ccc(F)cc3)CC1)OCO2	-16
COC(=O)c1cnn2c(C(F)(F)F)cc(-c3ccco3)nc12	-1
O=S(=O)(N1CCOCC1)n1c(Cc2ccccc2)nc2ccccc21	-14
CC12CCC(C(=O)N3CCN(C(=O)C45CCC(C)(C(=O)O4)C5(C)C)CC3)(OC1=O)C2(C)C	-4

The list is partial (hit frequency here may not be typical).
